# Screening data as filed in PubChem.
# p53null 32C kill = qHTS Screen for Compounds that Selectively Target Cancer Cells with p53 Mutations: Cytotoxicity of p53 Null Cells at the Permissive Temperature; Potency, µM (highest dose often 46.1 µM), without a hit: at the top dose activity change, negative = cytotoxicity, hits mostly cytotoxic; AID 903, 2007; H1299-neo p53 null cells, ATP luminescence, 24 h, 32C; actives 0.62% (n = 55,000); active = well fitted cell-killing curve with a large enough effect; inconclusive = small, poorly fitted or top-dose-only effect; inactive = no such curve, though single readings can be large or run the other way;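 note: 0% = DMSO only and -100% = full killing by 100 µM tamoxifen; nearly all actives have a fitted effect of over 55% in size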
#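 H1299-neo, 600 cells/well; overnight 37C; cpd up to 46 uM, 24 h at 32C; ATPlite luminescence after 20 min RT; normalized to DMSO (0%) and tamoxifen 100 uM (100% kill); Hill-fit AC50.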
# * marks the source's active call; other numbers are inactive results; ? = inconclusive; [ ] = another dose, or the depositor's remark. Potency is the fitted concentration of half-maximal effect.
entry	SMILES	p53null 32C kill
1	CC(=O)C1=C(c2ccccc2)NC(=S)NC1c1cc(Cl)c(OC(C)C)c(Cl)c1 (stereo unspecified)	31%[activator]
2	CNC(=S)NNC(=O)c1sccc1C	1%
3	CCOC(=O)c1sc(-c2ccccc2)cc1NC(=O)Nc1ccccc1	-22%
4	Cc1ccc(NC(=O)/C(=C/C=C/c2ccccc2)NC(=O)c2ccccc2)cc1	-13%
5	CC(=O)c1ccc(NC(=S)NNC(=O)c2ccncc2)cc1	-22%
6	CC1CCN(c2nc(/C=C/c3ccccc3)nc3ccccc23)CC1	-8%
7	Cc1ccccc1C(=O)Nc1c2c(nc3ccccc13)CCCC2	-15%
8	Cn1c(=O)nc2n(Cc3ccccc3)c3cccc(Cl)c3cc-2c1=O	-12%
9	NNc1nccc(Nc2ccccc2C(=O)O)n1	-4%
10	COc1ccc(C(=O)Nc2ccc(C)cc2C(=O)c2ccccc2)cc1	-7%
11	O=C(c1ccccc1)c1cc([N+](=O)[O-])ccc1N1CCOCC1	7%
12	CCOC(=O)c1cn(CC)c2cc(Cl)c([N+](=O)[O-])cc2c1=O	-9%
13	Cc1cc(C)cc(NC(=S)/N=C(\N)Nc2nc(C)c3ccccc3n2)c1	-9%
14	COc1ccc(CCN2C(=O)c3cccc4c(C(=O)N5CCCCC5)ccc(c34)C2=O)cc1OC	-21%
15	Cc1c(NC(=O)c2c(N)n(-c3ccccc3)c3nc4ccccc4nc23)c(=O)n(-c2ccccc2)n1C	-4%
16	Cc1ccc(Nc2nc(NCCCN3CCOCC3)nc(N)c2[N+](=O)[O-])cc1C	3%
17	CC(CCc1ccccc1)NC(=O)c1ccc(NC(=O)c2ccc(Cl)cc2Cl)cc1 (stereo unspecified)	-15%
18	C/C(=N/OCO/N=C(\C)c1ccc(F)cc1F)c1ccc(F)cc1F	0%
19	O=C(Nc1nnc(SCc2ccccc2Cl)s1)c1cccc([N+](=O)[O-])c1	-14%
20	COc1cccc(/C=N/NC(=O)c2nc(-c3ccccc3)cc(-c3ccccc3)n2)c1O	-11%
21	O=C(Nc1ccc(O)c(-c2nc3ccccc3o2)c1)C1(c2ccc(Cl)cc2)CCCC1	6%
22	COc1ccc(Cl)cc1NC(=S)NCCC(c1ccccc1)c1ccccc1	18%
23	COC(=O)c1ccc(C)c(NC(=S)NCc2ccc(Cl)cc2)c1	-16%
24	Cc1ccc(Nc2nc(N3CCN(C)CC3)nc(N)c2[N+](=O)[O-])cc1C	-11%
25	COc1cc(/C=C2/SC(N)=NC2=O)ccc1Oc1ccc([N+](=O)[O-])cc1[N+](=O)[O-]	5%
26	O=C(NCCN1C(=O)S/C(=C\c2ccc(OC(F)F)cc2)C1=O)[C@@H]1CCCN1C(=O)c1cccs1	14%
27	Cc1cccc(NC(=O)C2(C)CC3c4ccccc4C2c2ccccc23)c1C (stereo unspecified)	12%
28	NNC(=O)c1ccc(COc2ccc3c(c2)CCC3)cc1	?
29	O=C1/C(=C\c2cccnc2)CN(Cc2ccccc2)C/C1=C\c1cccnc1	3%
30	CC(/C=C/c1ccc(N(C)C)cc1)=N\N=C(/N)SC1CC(=O)N(c2ccc(C(=O)O)cc2)C1=O (stereo unspecified)	-14%

# Shown as labelled records: two of the compounds above.
(23) COC(=O)c1ccc(C)c(NC(=S)NCc2ccc(Cl)cc2)c1
  p53null 32C kill: -16%
(30) CC(/C=C/c1ccc(N(C)C)cc1)=N\N=C(/N)SC1CC(=O)N(c2ccc(C(=O)O)cc2)C1=O (stereo unspecified)
  p53null 32C kill: -14%

# Remaining list, next part.
entry	SMILES	p53null 32C kill
31	Cc1ccc(/C=C2\SC(=S)N(CCCC(=O)Nc3nccs3)C2=O)cc1	6%
32	O=C(Cc1c[nH]c2ccccc12)N/N=C/c1cccc(F)c1	-19%
33	CCN(CC)c1ccc(/C=N\NC(N)=O)cc1	-26%
34	CCOc1ccccc1-c1c2cc(O)c(=O)cc-2oc2cc(O)c(O)cc12	-7%
35	Cc1cc(C)c(S(=O)(=O)Nc2ccccc2-c2ccccc2)c(C)c1	11%
36	FC(F)(F)c1cccc(NC(=S)NC(c2ccccc2)c2ccccc2)c1	?
37	Cc1ccc(NC(=S)NC(=O)/C=C/c2ccc(Cl)cc2)cc1	0%
38	Cc1c(C(=O)N2c3ccccc3Sc3ccccc32)cccc1[N+](=O)[O-]	5%
39	O=C(c1cccs1)N1CCN(Cc2cccc([N+](=O)[O-])c2)CC1	-17%
40	O=C(NC(Cc1ccccc1)C(=O)O)C1CCCCC1 (stereo unspecified)	-3%
41	C/C(CC(=O)NCc1ccco1)=N\NC(=O)Cc1ccc(-c2ccccc2)cc1	0%
42	COc1ccc(NC(=O)Nc2cccc([N+](=O)[O-])c2)cc1Cl	2%
43	COc1ccc(CN2C(=O)NC3(CCOc4ccccc43)C2=O)cc1F (stereo unspecified)	-10%
44	COc1ccccc1N1CCN(C(=O)CSc2ncnc3scc(-c4ccccc4)c23)CC1	0%
45	COCCNC(=S)N1CCOCC1	-3%
46	O=C(N/C(=C\c1cn(-c2ccccc2)nc1-c1ccccc1)C(=O)N1CCOCC1)c1ccccc1	-1%
47	CCC(=O)N1N=C(c2ccc(C)o2)CC1c1ccc(Br)cc1 (stereo unspecified)	-11%
48	CCOCCCn1c(SCC(=O)/C(C#N)=C(\C)N)nc2ccccc2c1=O	7%
49	COc1ccccc1NC(CC(=O)c1ccccc1)C(=O)OCC(=O)c1ccc(C)cc1 (stereo unspecified)	?
50	CC(=O)N/C(=C\c1ccc(F)cc1)C(=O)NC(Cc1c[nH]c2ccccc12)C(=O)O (stereo unspecified)	-11%
51	CCOC(=O)c1c(N2C(=O)C3C4C=CC(C4)C3C2=O)sc2c1CCC(C)C2 (stereo unspecified)	5%
52	COc1cc(NC(=S)N2CCN(C/C=C/c3ccccc3)CC2)cc(OC)c1	-13%
53	CCC(=O)NC(=S)Nc1ccc(NC(=O)COc2ccccc2)cc1	6%
54	COC(=O)Cc1csc(Nc2ccccc2Cl)n1	?
55	O=C(O)CC12C[C@H]3C[C@@H](C1)CC(n1ncc(N4CCN(c5ccccc5)CC4)c(Cl)c1=O)(C3)C2	9%
56	COc1cc(CNC(C)(C)C)cc(Br)c1OCc1cccs1	-27%
57	O=C(N/N=C1\CCCc2c1[nH]c1ccc([N+](=O)[O-])cc21)c1ccncc1	-25%
58	COc1ccc(C(=O)OCC(=O)NC(=O)CCSc2ccccc2)cc1	-9%
59	COc1ccc(/C=N/NC(=O)CNC(=O)c2cccs2)cc1	?
60	CCOC(=O)CSc1nnc(NC(=O)c2cccc([N+](=O)[O-])c2)s1	-17%
61	CCOc1nc(NC(=O)NC(=O)c2ccccc2)nc(-c2ccccc2)n1	-6%
62	CCc1cc2c(=O)c(-c3cnn(-c4ccccc4)c3)c(C(F)(F)F)oc2c(CN(C)C)c1O	-11%
63	C=CCN(CC=C)C(=S)NCCc1ccc(OC)c(OC)c1	-1%
64	COc1ccc(C(=O)/C=C/Nc2ccc(S(=O)(=O)Nc3cccc(C(C)=O)c3)cc2)cc1	-12%
65	O=C1CC(c2ccc(F)cc2)c2cc3c(cc2N1)CCC3 (stereo unspecified)	19%
66	CC(C)OP(=O)(OC(C)C)C(Nc1ccccc1)c1cccc2c1OCO2 (stereo unspecified)	-11%
67	O=C(/C=C/c1ccccc1[N+](=O)[O-])Nc1cccnc1	?
68	Cc1cc(=O)oc2cc(OCCCN3C(=O)c4ccccc4C3=O)ccc12	1%
69	COC(=O)c1ccc(OC(=O)CCN2C(=O)C3C4c5ccccc5C(c5ccccc54)C3C2=O)cc1 (stereo unspecified)	0%
70	CC(c1ccccc1)N(CCC(c1ccccc1)C1CCOC(C)(C)C1)C(=O)c1ccco1 (stereo unspecified)	6%
71	COc1ccc(N(CC(=O)N/N=C/c2ccc(-c3ccc([N+](=O)[O-])cc3)o2)S(=O)(=O)c2ccc(C)cc2)cc1	-9%
72	N#C/C(=C\C=C\c1ccccc1)c1nc(-c2ccc3c(c2)OCO3)cs1	3%
73	Cc1ccc2oc(=O)c(/C=C(\O)c3sc(C)nc3C)nc2c1	-9%
74	COc1ccc(Cc2nc3c4c(ncn3n2)Oc2c(ccc3ccccc23)C4c2ccc(OC)c(OC)c2)cc1 (stereo unspecified)	-26%
75	CCc1ccc(Nc2nnc(SC3CCOC3=O)s2)cc1 (stereo unspecified)	-23%
76	O=C(CCCC(=O)OCC(Cl)=C(Cl)Cl)Nc1ccccc1	-17%
77	Cc1cccc(OCc2ccc(C(=O)Nc3ccc(F)cc3)cc2)c1	-16%
78	COc1cccc(/C=N/NC(=O)c2ccc(=O)n(C)c2)c1OC	-1%
79	O=[N+]([O-])c1ccc(N2CCN(S(=O)(=O)c3ccccc3)CC2)cc1NCc1ccco1	13%
80	Cc1cccc(NC(=O)CSc2nc3nc4c(cc3c(=O)n2-c2ccccc2)CCCC4)c1	2%
81	CCN1CCN(C(=S)NCc2ccc(C)cc2)CC1	9%
82	Cc1ccc(NC(=O)Nc2ccccc2)c(Br)c1	-2%
83	CC(C)NC(=S)NCc1cccnc1	16%
84	O=C(C1CCCO1)N1CCN(C(=S)Nc2ccccc2C(F)(F)F)CC1 (stereo unspecified)	-7%
85	CCC(NC(=O)NCc1ccccc1)(C(F)(F)F)C(F)(F)F	-2%
86	O=C(NCc1cccs1)c1ccc([N+](=O)[O-])cc1Cl	?
87	COc1ccc(OC)c(NC(=O)c2ccc3nc(-c4ccccc4)c(-c4ccccc4)nc3c2)c1	9%
88	COc1ccccc1-n1cnc2c(c1=O)c1nc3ccccc3nc1n2-c1ccc(C)c(C)c1	-21%
89	CCOc1ccc(NC(=O)C2(c3ccc(OC)c(OC)c3)CCCC2)cc1	-14%
90	Cc1nc(SCC(=O)NCC(F)(F)F)c2c(-c3cccs3)csc2n1	-20%

# Following part
entry	SMILES	p53null 32C kill
91	Cc1c(NC(=S)NC(=O)C(C)(C)C)cccc1[N+](=O)[O-]	-3%
92	O=C(Nc1cccc(Br)c1)c1ccccc1-c1ccccc1	9%
93	CCN(CC)C(=O)C(=O)N/N=C/c1ccc(C(=O)O)cc1	-25%
94	COc1ccc(CN(CCC(c2ccccc2)c2ccco2)C(=O)c2ccco2)cc1 (stereo unspecified)	-2%
95	COC(=O)CN1C(c2ccc(Cl)cc2)=Nc2ccc(Cl)cc2C1c1ccccc1 (stereo unspecified)	-6%
96	CC(=O)c1ccc(NC(=O)Nc2ccc([N+](=O)[O-])cc2C)cc1	-17%
97	Clc1ccc(-c2nnc(SCc3nc4ccccc4s3)o2)cc1	-10%
98	Cc1cccc(N/C=C/C(=O)c2cccs2)c1C	14µM*
99	NNC(=O)c1ccc(COc2ccc3c(c2)CCC3)o1	-26%
100	O=C(CNC(c1ccccc1)c1ccccc1)Nc1ccccc1-c1ccccc1	-1%
101	CC(C)n1nc(C(=O)OCn2nnc3ccccc3c2=O)c2ccccc2c1=O	-4%
102	CC(C)c1ccc(NC(=S)NN2CCOCC2)cc1	-13%
103	Cc1ccccc1NC(=O)Cc1nc(-c2ccc3ccccc3c2)cs1	-22%
104	COc1ccc(C(=O)/C=C/c2ccc(N3CCCCC3)c([N+](=O)[O-])c2)cc1	?
105	O=C(NC(=S)N1CCN(Cc2ccc3c(c2)OCO3)CC1)c1ccc(Cl)cc1	-12%
106	COC(=O)C1=C(NC(=O)C(C)(C)C)CCS1	-1%
107	COc1ccc(-c2cccc(C(=O)Nc3ccccc3C)c2)cc1	4%
108	COc1ccc(CCN2CN(S(=O)(=O)c3ccccc3)c3nc4ccccc4nc32)cc1	-15%
109	CCc1ccc(C(=O)NCc2ccc(Cl)cc2)cc1	-5%
110	COc1ccc(-c2ccnc(SCC(=O)c3ccc(Br)cc3)n2)cc1	11%
111	O=C(/C=C/c1cccc([N+](=O)[O-])c1)Nc1cccc(NC(=O)c2ccco2)c1	-11%
112	Cc1ccc(NC(=S)N2CCN(c3ncccn3)CC2)cc1C	-17%
113	COc1cc(SC)ccc1C(=O)NCCOc1ccc(Cl)cc1	-22%
114	COc1ccc(-c2ccnc(SCC(=O)c3ccc(Cl)cc3)n2)cc1	6%
115	COc1ccc(-c2nc3ccccc3c(=O)n2CCOc2cccc(C)c2C)cc1	5%
116	O=C(CC12CC3CC(CC(C3)C1)C2)N/N=C/c1ccc([N+](=O)[O-])o1	-8%
117	COC(=O)c1ccc(NC(=S)NNC(=O)CC(C)C)cc1	-12%
118	CCC(=O)Nc1cccc(NC(=S)NC(=O)c2ccc(Cl)cc2)c1	-15%
119	CCNc1c(C(=O)O)ccc2c1C(=O)c1ccccc1C2=O	-15%
120	CCC(C)c1ccc(NC(=S)Nc2ccc(OC)cc2)cc1 (stereo unspecified)	-17%
121	O=C(CNC1=NCCC1)c1ccc(Cl)cc1	-6%
122	Cc1cccc(-n2c(-c3cccc([N+](=O)[O-])c3)nc3nc4ccccc4nc32)c1	7%
123	C=CCNC(=S)NNC(=O)c1csc(C)c1C	-12%
124	CCN(CC)C(=O)C(=O)c1c(-c2ccccc2)[nH]c2ccccc12	-14%
125	Cc1cccn2c(=O)c(/C=C(\C#N)S(=O)(=O)c3ccccc3)c(Oc3ccc(Cl)cc3)nc12	?
126	O=C(CSc1nc2[nH]ncc2c(=O)[nH]1)N1CCCC1	8%
127	O=C(NCCNc1cc(Cl)ccc1[N+](=O)[O-])c1ccco1	3%
128	O=C(/C=C/c1ccc(F)cc1)N1CCCN(C(=O)/C=C/c2ccc(F)cc2)CC1	-11%
129	Cc1ccc(/C=C/C(=O)N2CCCN(C(=O)/C=C/c3ccc(C)cc3)CC2)cc1	-24%
130	CCn1c2ccccc2c2cc(NC(=O)c3cccc(OC)c3OC)ccc21	-6%
131	Cc1cc(C)nc(NC(=O)/C=C/c2ccccc2Cl)c1	-27%
132	COc1ccc(C(=O)NNC(=O)c2ccncc2)cc1	3%

# An excerpt; count on the stated rates, not on these rows.
